Screening data from PubChem BioAssay.
PAD4 inh – PAD4 (human) enzyme inhibition | inhibition, % at 6.36 µM | 330,000 compounds, 0.41% hits | recombinant PAD4, RCA probe fluorescence polarization | Q9UM07;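 active = percent inhibition above a cutoff equal to the mean of all tested compounds plus 3 SD, cut at about 15% in these data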;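 also: 0% = PAD4 with RCA probe and DMSO and 100% = probe without PAD4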
GSTO1 counter – GSTO1 inhibition, counter-screen for RBBP9 inhibitors; inhibition, % at 5.96 µM; recombinant GSTO1, activity-based probe fluorescence polarization; 300,000 compounds, 1.1% hits;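 active = inhibition above the campaign mean inhibition plus 3 SD, cut at about 35% in these data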;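 also: 0% = GSTO1-1 with DMSO and 100% = wells lacking GSTO1-1 enzyme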
PAFAH2 inh – PAFAH2 (human) inhibition; Q99487; recombinant PAFAH2, FP-rhodamine activity probe, fluorescence polarization; inhibition, % at 3.39 µM; 340,000 compounds, 0.99% hits; AID 492956;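 active = inhibition above the mean over all tested compounds plus 3 SD, cut at about 30% in these data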;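 also: inhibitors block probe labeling of enzyme so polarization drops; 0% = enzyme with DMSO and 100% = wells lacking PAFAH2 protein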
pPAFAH FP inh – inhibitors of human plasma PAF acetylhydrolase (pPAFAH). Q13093. recombinant pPAFAH, FP-rhodamine probe fluorescence polarization. inhibition, % at 3.39 µM. 330,000 compounds, 1.5% hits. AID 463082;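 active = inhibition above the mean inhibition across the screen plus 3 SD, cut at about 25% in these data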;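 also: inhibitors block binding of the rhodamine activity-based probe so polarization drops; 0% = enzyme with DMSO and 100% = wells lacking pPAFAH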
Target sequence (Q13093 whole entry, looked up): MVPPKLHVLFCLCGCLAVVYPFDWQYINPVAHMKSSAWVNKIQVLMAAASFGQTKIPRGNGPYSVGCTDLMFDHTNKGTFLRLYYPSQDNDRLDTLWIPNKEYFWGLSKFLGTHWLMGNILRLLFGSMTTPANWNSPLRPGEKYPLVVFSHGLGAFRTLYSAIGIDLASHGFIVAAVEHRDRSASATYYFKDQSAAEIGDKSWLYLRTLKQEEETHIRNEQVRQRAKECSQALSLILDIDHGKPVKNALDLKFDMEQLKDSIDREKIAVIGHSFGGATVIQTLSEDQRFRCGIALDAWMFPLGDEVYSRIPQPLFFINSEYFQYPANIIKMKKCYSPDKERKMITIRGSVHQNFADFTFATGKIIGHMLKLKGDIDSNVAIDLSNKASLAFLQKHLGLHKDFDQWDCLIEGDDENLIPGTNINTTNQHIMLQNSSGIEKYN
PAFAH1B3 inh – PAFAH1B3 (human) inhibition. recombinant PAFAH1B3, FP-rhodamine probe, fluorescence polarization. inhibition, % at 3.39 µM. 340,000 compounds, 0.28% hits. AID 492972;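 active = inhibition above the screen-wide average of all tested compounds plus 3 SD, cut at about 25% in these data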;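 also: 0% = enzyme with DMSO only and 100% = wells lacking PAFAH1B3 protein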
LYPLA1 inh – counter-screen for PME1 inhibitors: inhibitors of human LYPLA1 | recombinant LYPLA1, FP-Rh probe fluorescence polarization | 320,000 compounds, 0.16% hits | AID 2174 | inhibition, % at 5.9 µM;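 active = inhibition above the mean of all tested compounds plus 3 SD, set per campaign, cut at about 14% in these data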;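 also: inhibitors block serine hydrolase probe labeling of LYPLA1 so polarization falls; 0% = enzyme with DMSO and 100% = wells lacking LYPLA1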
Target sequence (O75608 whole entry, looked up): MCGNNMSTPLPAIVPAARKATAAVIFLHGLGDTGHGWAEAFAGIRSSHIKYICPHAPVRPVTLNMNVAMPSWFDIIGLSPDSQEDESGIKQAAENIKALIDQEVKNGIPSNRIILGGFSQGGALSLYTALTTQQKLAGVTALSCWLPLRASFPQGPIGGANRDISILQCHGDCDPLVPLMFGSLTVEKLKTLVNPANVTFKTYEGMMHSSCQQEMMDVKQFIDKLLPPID
PAFAH1B2 FP inh – PAFAH1B2 (human) inhibition. P68402. recombinant PAFAH1B2, FP-rhodamine activity probe, fluorescence polarization. inhibition, % at 3.39 µM. 340,000 compounds, 1.2% hits. AID 492953;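 active = inhibition above the mean of all tested compounds plus 3 SD, cut at about 24% in these data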;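 also: 0% = enzyme with DMSO and 100% = wells lacking PAFAH1B2; many of its hits are not listed in these tables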
LYPLA2 counter – LYPLA2 (human) inhibition in PME1 counter-screen | O95372 | 320,000 compounds, 0.38% hits | recombinant LYPLA2, FP-Rh probe fluorescence polarization | inhibition, % at 5.9 µM;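 active = inhibition above the screen-wide mean plus 3 SD, limit set per campaign, cut at about 26% in these data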;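 also: 0% = LYPLA2 with DMSO and 100% = wells lacking LYPLA2 enzyme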
PME-1 inh – PME-1 (human) inhibition; recombinant PME-1, FP-Rh probe fluorescence polarization; inhibition, % at 5.9 µM; 320,000 compounds, 0.53% hits; AID 2130;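 active = inhibition above the campaign mean of all compounds plus 3 SD, cut at about 26% in these data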;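 also: competitive labeling of PME-1 active site by serine hydrolase directed probe; 0% = PME-1 with DMSO and 100% = wells lacking PME-1 enzyme; inhibitors block probe labeling so polarization falls and inhibition rises; many of its hits are not listed in these tables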
Target sequence (Q9Y570 whole entry, looked up): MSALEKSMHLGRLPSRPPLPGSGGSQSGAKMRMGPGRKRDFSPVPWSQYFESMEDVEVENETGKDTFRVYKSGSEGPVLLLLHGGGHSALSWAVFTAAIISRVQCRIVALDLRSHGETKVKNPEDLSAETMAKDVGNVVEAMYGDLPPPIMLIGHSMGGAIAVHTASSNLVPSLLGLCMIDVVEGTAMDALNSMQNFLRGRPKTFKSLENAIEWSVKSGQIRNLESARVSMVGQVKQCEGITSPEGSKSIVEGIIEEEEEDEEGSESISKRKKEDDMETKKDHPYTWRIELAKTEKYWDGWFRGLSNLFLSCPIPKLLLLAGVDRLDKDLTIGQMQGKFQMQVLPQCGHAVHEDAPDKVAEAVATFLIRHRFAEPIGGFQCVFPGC
Numbers without * were called inactive; nt = no result given.

SMILES,PAD4 inh,PAFAH2 inh,GSTO1 counter,PAFAH1B2 FP inh,PME-1 inh,pPAFAH FP inh,PAFAH1B3 inh,LYPLA2 counter,LYPLA1 inh
S=c1[nH]nc(-c2ccco2)n1/N=C/C=C/c1ccccc1,0.9,6.9,9.9,0.5,-0.6,8.4,4.2,2.0,-2.8
COc1ccc(-c2ccc(-c3noc(-c4ccco4)n3)c(OC)n2)cc1,-10.3,-12.0,-4.8,-0.7,-17.2,3.9,-6.0,-11.2,-5.7
CCCCCCSc1ccc(-c2nc3cnccn3c2NCCCC)cc1,-5.2,1.6,nt,13.3,nt,19.6,0.0,nt,nt
CC1CCN(CCCNC(=O)C2CC(=O)N(C3CCCCCC3)C2)CC1 (stereo not given),-5.4,2.9,-9.3,1.9,-5.3,1.1,-1.9,-6.5,-1.8
CS(=O)(=O)c1cnc(-c2ccccc2)nc1Oc1ccc(F)cc1,-3.4,2.2,1.1,0.0,4.8,2.3,-5.8,8.8,2.7
O=S(=O)(Nc1cc(C(F)(F)F)ccc1N1CCOCC1)c1ccc2ccccc2c1,-0.3,11.7,4.2,-0.2,7.2,6.6,4.1,2.6,-1.2
O=c1c2ccccc2c(C=Nc2ccc(O)cc2)c(O)n1-c1nccs1,3.4,nt,16.5,nt,2.4,12.4,nt,-10.5,-5.1
Cc1ccnc(NS(=O)(=O)c2ccc(NC(=O)C3COc4ccccc4O3)cc2)n1 (stereo not given),0.5,-6.0,4.4,5.1,8.8,4.4,-1.3,5.2,0.2
CCCc1cc(C(=O)N/N=C/c2cccn2C)cs1,-2.2,8.0,5.0,7.5,8.4,8.0,15.7,3.5,0.0
Cc1cccc(N2CCN(S(=O)(=O)c3cc(-c4cc(C)no4)ccc3C)CC2C)c1 (stereo not given),-1.0,-3.0,-14.7,-2.7,-4.9,4.3,4.7,-2.3,-2.2
CCOc1cc(N2CCOCC2)c(OCC)cc1NC(=O)CCC1CCCC1,4.6,-5.8,2.1,2.2,1.6,9.3,4.6,-1.1,-3.8
CC(C)[C@H](NC(=O)c1ccccc1)C(=O)OCC(=O)Nc1ncc(Cl)cc1Cl,-2.0,2.4,nt,6.0,nt,2.9,4.8,nt,nt
COc1cccc(-c2cc(C(=O)N3C(C)CCCC3C)no2)c1 (stereo not given),-1.5,-12.2,6.8,2.0,0.6,2.4,3.1,2.5,-2.6
O=C(c1ccccc1)c1ccc(OCC(O)CN2CCN(Cc3ccccc3)CC2)cc1 (stereo not given),-0.1,4.0,-5.2,1.9,-6.0,4.8,8.0,11.0,4.5
CC(=O)c1cccc(NC(=O)/C(=C\c2cccnc2)NC(=O)c2ccccc2)c1,-1.8,1.0,-1.9,1.1,0.8,-0.3,-2.6,0.2,1.2
CCOc1cc(N2CCOCC2)c(OCC)cc1NC(=O)[C@H](C)NC(=O)c1ccco1,-3.0,-1.6,-6.1,4.0,-14.1,-1.0,-0.6,4.4,1.1
N#CCCCCn1ccc(NC(=O)c2ccc(Cl)cc2O)n1,-6.0,17.2,-2.0,-2.4,8.4,2.1,0.2,9.9,2.1
O=C(CN1C(=O)NC2(CCCCCC2)C1=O)c1ccc(OC(F)F)cc1OC(F)F,-5.5,-8.0,5.0,-1.1,-4.5,1.6,4.4,-2.5,-0.8
COc1ccc(S(=O)Cc2ccc(C(=O)NC3CC3)o2)cc1 (stereo not given),-1.8,-0.7,2.2,3.0,-9.9,-2.4,1.2,-3.2,0.5
O=C(CCCCO)c1ccc(O)c(Cl)c1,-1.2,2.0,-2.7,9.9,-4.3,2.7,2.7,2.6,-2.4
CC(=O)N(c1ccccc1)C1CC(C)N(C(=O)c2ccccc2)c2ccccc21 (stereo not given),0.3,3.1,-2.0,1.1,4.2,-4.7,-0.3,-6.7,-0.7
O=C(NCc1ccccc1)Nc1cccn(Cc2ccc(F)cc2)c1=O,-1.3,4.7,-0.1,5.1,-2.2,4.6,0.3,-2.7,-1.0
S=C(Nc1ccccc1)N1CCN(C(=S)c2ccccc2)CC1,0.3,nt,2.5,nt,2.5,2.9,nt,-1.1,-1.6
COc1ccc(S(=O)(=O)Nc2ccc(Oc3ncccn3)c(Cl)c2)cc1,3.4,1.5,-5.5,8.0,-0.6,12.3,4.2,-2.6,-1.4
CN(CC(=O)Nc1ccccc1Br)C(=O)Cn1[nH]c(=O)c2ccccc2c1=O,1.5,2.6,nt,0.8,-3.3,-5.7,5.1,-0.4,-0.1
CCCCNC(=O)C(CC)(ONc1ccccc1C(F)(F)F)c1ccccc1 (stereo not given),3.1,6.4,nt,13.3,5.9,7.8,16.3,4.8,2.5
CCn1cc(C(=O)N2CCc3ccccc32)c(=O)c2cc(S(=O)(=O)N3CCCCCC3)ccc21,-0.4,0.3,3.5,-1.9,-2.4,1.6,-3.5,1.5,-2.8
O=C(Nc1ccc(Cl)cc1Cl)C1CCC(=O)N1Cc1ccccc1Cl (stereo not given),0.8,6.3,-1.9,-1.5,-5.4,4.2,-0.5,-3.7,-2.1
COc1ccc(CN2CCNC(=O)C2CC(=O)N(C)CCC2CCOCC2)c(OC)c1 (stereo not given),-4.8,2.7,4.6,-1.4,-1.0,6.9,0.3,-0.2,-0.1
Cc1cccc(C)c1NC(=O)CN,0.2,-2.0,12.7,-2.7,-6.4,0.9,1.6,2.9,1.3
O=C(c1ccc(COc2ccccc2Cl)o1)N1CCOCC1,-0.2,5.7,0.6,7.2,-0.9,0.1,2.1,4.2,2.9
Cc1nnc(SCC(=O)Nc2nsc(-c3ccc(C(C)(C)C)cc3)n2)s1,-1.8,9.2,-0.7,5.9,-3.9,6.5,7.2,1.7,-3.1
COc1ccccc1C(=O)Nc1ccc2c(c1)nc1n2CCN(Cc2ccccc2)C1,-2.8,-0.1,-9.3,5.4,-18.2,6.0,0.4,10.9,27.5*
COc1ccccc1CNC(=S)Nc1ccc(F)cc1,-0.6,-0.2,2.4,4.2,-2.8,7.4,4.3,-4.2,1.8
CCn1cc([N+](=O)[O-])c(C(=O)N2CCN(C(=O)c3ccco3)CC2)n1,3.6,-11.1,0.8,1.2,-10.0,-7.8,4.3,1.0,1.9
CCN1C(=O)/C(=C\N(C)C)NC1=S,-2.9,0.1,-1.5,-3.2,1.1,4.2,1.0,6.9,0.3
COc1ccc(C(=O)Nc2ccc(NC(=O)Cc3ccccc3)cn2)cc1,-0.6,-11.1,5.0,4.5,-1.1,-4.0,2.7,9.5,0.9
CCOc1ccc(-n2cnnn2)cc1S(=O)(=O)N1CCC(C)CC1C (stereo not given),-3.3,2.3,-4.8,9.3,-1.4,1.4,3.1,1.0,3.8
CC(C)N1CCN(Cc2ccsc2)CC1CCO (stereo not given),1.2,5.6,8.2,-0.5,-0.9,-2.7,8.1,3.3,-1.9
Cn1c(CS/C(N)=N/N=C/c2ccccc2)c(Br)c(=O)n1-c1ccccc1,11.4,-16.9,3.4,4.2,4.7,-0.9,5.8,1.4,2.2
O=C1CN(CC(=O)NC2CCCc3ccccc32)CCN1 (stereo not given),-1.9,2.8,-5.9,0.6,-0.4,-0.2,-2.8,1.3,0.4
O=C(CN1CCN(Cc2ccccc2)CC1)Nc1cccc(C(F)(F)F)c1,0.3,8.0,2.5,0.3,9.4,0.8,1.1,3.7,1.4
O=C(NCC(c1ccco1)N1CCCC1)c1sc2ccccc2c1Cl (stereo not given),2.5,-0.3,4.4,-1.1,5.6,10.4,2.9,-2.5,-0.7
O=C(Nc1cc(Cl)ccc1Cl)C1CCCO1 (stereo not given),4.0,1.3,3.2,2.6,-5.7,5.1,1.5,3.7,0.8
CCOc1ccc(N2C(=O)CC(n3ccc(C)n3)C2=O)cc1 (stereo not given),-4.4,-21.5,10.9,2.6,0.3,0.6,6.1,-2.5,-2.1
COCON1C(=O)CN(C(C)=O)C1c1ccc(Cl)cc1Cl (stereo not given),-0.7,2.2,-11.2,4.7,-1.6,4.1,-3.3,1.1,-0.5
Cc1nc2cc(-n3ccc(=O)cc3)ccc2n1-c1ccccc1,-5.3,0.2,3.8,1.8,4.2,-1.2,-4.5,5.3,-0.8
CCOC(=O)C1CCN(Cc2cccc(OCc3ccccc3)c2)CC1,-0.9,3.2,1.4,2.7,0.1,8.2,9.3,2.1,-0.1
COC(c1ccccc1)c1nnc(CCC(=O)NC2CCCCC2)o1 (stereo not given),3.4,2.5,-1.6,1.8,-2.6,-3.4,4.9,0.6,-3.0
CCCOc1cccc(C(=O)Nc2cccnc2)c1,-1.4,4.1,8.0,-1.2,-0.3,3.7,7.3,2.1,4.1

(next part)
SMILES,PAD4 inh,PAFAH2 inh,GSTO1 counter,PAFAH1B2 FP inh,PME-1 inh,pPAFAH FP inh,PAFAH1B3 inh,LYPLA2 counter,LYPLA1 inh
CCOC(=O)c1ccc(NC(=S)NCC(O)c2ccccc2)cc1 (stereo not given),-6.2,-4.3,-7.4,-1.9,-6.0,-4.8,-4.3,-9.4,-4.7
CC(C)C(NC(=O)Cc1ccccc1[N+](=O)[O-])C(C)C,7.9,-7.4,2.5,2.7,1.6,3.2,8.9,-5.0,2.0
CCOc1ccccc1OCCC(=O)OCC(=O)Nc1c(C)cc(C)cc1C,1.2,3.6,0.1,0.3,0.1,14.9,3.2,-3.7,-3.1
CC(c1ccon1)N(C)Cc1cn(C)nc1-c1ccc2c(c1)OCCO2 (stereo not given),-2.1,-5.9,-11.1,1.4,-9.8,-3.6,9.2,-2.9,0.3
CCC(C)(C)n1nnnc1C(c1ccc(O)c(OC)c1)N1CCN(c2nc3ccccc3s2)CC1 (stereo not given),-3.3,-9.5,-0.4,3.0,3.0,-1.7,6.0,-2.1,-2.2
O=C1CCCCC1c1cccc2ccccc12 (stereo not given),1.2,-5.4,-2.6,0.6,2.8,-2.5,-0.4,-1.6,0.4
Cn1c(=O)n(CCCOc2ccc(Cl)cc2)c2ccccc21,-0.2,1.6,-6.6,10.4,2.2,24.5,1.0,7.7,2.2
CCCOC(=O)CSC1=C(C#N)C(c2ccccc2OCC)C(C#N)C(=O)N1 (stereo not given),1.5,6.0,71.3*,2.1,2.1,-1.3,-8.4,4.3,-1.6
Cc1onc(-c2c(F)cccc2Cl)c1C(=O)N[C@@H]1C(=O)N2C(C(=O)O)C(C)(C)S[C@H]12 (stereo not given in full),-2.5,-0.6,9.3,6.0,-2.5,-3.2,11.9,6.1,1.4

Compounds shown so far that have bromine, in the order listed:
SMILES,PAD4 inh,PAFAH2 inh,GSTO1 counter,PAFAH1B2 FP inh,PME-1 inh,pPAFAH FP inh,PAFAH1B3 inh,LYPLA2 counter,LYPLA1 inh
CN(CC(=O)Nc1ccccc1Br)C(=O)Cn1[nH]c(=O)c2ccccc2c1=O,1.5,2.6,nt,0.8,-3.3,-5.7,5.1,-0.4,-0.1
Cn1c(CS/C(N)=N/N=C/c2ccccc2)c(Br)c(=O)n1-c1ccccc1,11.4,-16.9,3.4,4.2,4.7,-0.9,5.8,1.4,2.2

Not all compounds are listed. The share of hits here may be higher or lower than overall.
